FXIa inh 1536 = factor XIa (human) inhibition; purified FXIa, Boc-Glu-Ala-Arg-AMC fluorogenic substrate; inhibition, % at 5 µM; 0.14% of 220,000 active;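 active = inhibition of at least 40%; inactive = inhibition below 40%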;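 note: fluorescence of freed AMC excited at 355 nm; 0% = enzyme without compound and 100% = no enzyme blank; many of its hits are not listed in these tables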
PERK inhibitor = blocks human PERK kinase; Q9NZJ5; CHO PERK-DD fusion, SEAP luminescence translation reporter; inhibition, % at 5.6 µM; 0.17% of 220,000 active; AID 1416;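 active = inhibition above the mean inhibition of all tested compounds plus 3 SD, set separately per screening campaign, cut at about 2.9% in these data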;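 note: PERK kinase domain activated by AP20187 dimerizer at 100 nM; 0% = DMSO with dimerizer and 100% = rapamycin at 8.4 µM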
m-calpain inh = blocks pig calpain II enzyme activity; purified calpain II, fluorogenic peptide substrate, 30 min; inhibition, % at 16 µM; 0.37% of 220,000 active; AID 1236;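 active = inhibition above about 50%, limit read from the data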
hK5 inh = blocks human kallikrein 5 protease activity. Q9Y337. recombinant hK5, fluorogenic AMC substrate cleavage. inhibition, % at 5 µM. 0.59% of 210,000 active. AID 873;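 active = inhibition of 40% or more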;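 note: 0% = enzyme controls without compound and 100% = no-enzyme blanks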
Cl transport mod = modulates chloride dependent transport by human KCC2; KCC2 cells, thallium flux FluoZin-2 fluorescence; Q9H2X9; B-score of Tl+ flux slope (higher = more flux/activation; lower = inhibition) at 10 µM; 2.2% of 190,000 active;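 active = thallium flux slope and its plate-corrected score both differing from the plate sample mean at a set confidence after two filtering rounds, in either direction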;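 note: slope of fluorescence scaled to starting intensity during 10 to 20 s after thallium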
Target sequence (Q9H2X9 whole entry, looked up): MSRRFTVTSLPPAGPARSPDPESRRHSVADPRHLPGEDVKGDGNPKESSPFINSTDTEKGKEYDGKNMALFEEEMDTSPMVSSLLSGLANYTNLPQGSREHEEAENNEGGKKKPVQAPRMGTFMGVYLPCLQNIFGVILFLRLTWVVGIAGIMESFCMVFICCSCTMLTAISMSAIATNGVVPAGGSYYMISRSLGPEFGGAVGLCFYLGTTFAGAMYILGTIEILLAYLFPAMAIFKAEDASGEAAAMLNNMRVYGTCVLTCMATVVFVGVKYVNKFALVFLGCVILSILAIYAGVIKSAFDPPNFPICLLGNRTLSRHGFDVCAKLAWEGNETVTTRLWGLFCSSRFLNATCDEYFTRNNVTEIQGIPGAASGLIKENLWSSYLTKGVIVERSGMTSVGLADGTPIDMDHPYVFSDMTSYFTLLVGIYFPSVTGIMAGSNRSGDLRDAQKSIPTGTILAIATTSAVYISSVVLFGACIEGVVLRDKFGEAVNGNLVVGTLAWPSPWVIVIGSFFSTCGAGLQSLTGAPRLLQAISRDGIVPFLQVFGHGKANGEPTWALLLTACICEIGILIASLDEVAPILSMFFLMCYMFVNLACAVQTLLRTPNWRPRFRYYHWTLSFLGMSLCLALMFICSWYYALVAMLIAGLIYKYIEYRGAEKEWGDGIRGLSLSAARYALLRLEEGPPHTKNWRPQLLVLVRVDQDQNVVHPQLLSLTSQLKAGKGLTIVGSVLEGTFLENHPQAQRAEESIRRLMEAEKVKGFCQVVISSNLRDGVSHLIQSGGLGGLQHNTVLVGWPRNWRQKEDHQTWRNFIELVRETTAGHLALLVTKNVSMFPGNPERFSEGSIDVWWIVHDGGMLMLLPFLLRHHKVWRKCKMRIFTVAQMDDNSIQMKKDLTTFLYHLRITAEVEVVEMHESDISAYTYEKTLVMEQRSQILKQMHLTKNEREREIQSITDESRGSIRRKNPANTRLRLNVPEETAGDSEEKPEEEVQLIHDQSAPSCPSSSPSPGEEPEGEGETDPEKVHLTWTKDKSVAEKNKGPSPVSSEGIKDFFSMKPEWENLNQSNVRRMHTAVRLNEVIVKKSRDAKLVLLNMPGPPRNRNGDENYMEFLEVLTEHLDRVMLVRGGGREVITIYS
FXIIa inh = factor XIIa (human) inhibition. purified FXIIa, Boc-QGR-AMC fluorogenic substrate, 2 h. 0.3% of 220,000 active. inhibition, % at 5 µM; in the data active = inhibition above about 40%;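 note: 0% = enzyme with no compound and 100% = blank without enzyme; many of its hits are not listed in these tables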
Thrombin inh = inhibitors of human thrombin; P00734; alpha-thrombin, Boc-VPR-AMC fluorogenic substrate cleavage; inhibition, % at 5 µM; 0.26% of 220,000 active;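 active = inhibition at or above 40%; inactive = inhibition below 40%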;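 note: 0% = enzyme with no compound and 100% = wells without enzyme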
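Assay system: human alpha-thrombin enzyme. Reagent: Boc-VPR-AMC substrate, 15 µM final. Compound dosing: one concentration per compound, 5 µM, with 0.2% DMSO. Incubation: room-temperature reaction. Technique: AMC fluorescence, 355/460 nm. Measure: % inhibition relative to enzyme controls and enzyme-free blanks.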
Rad51 HR inh = Rad51 (human) homologous recombination inhibition; hRad51 DNA strand exchange, fluorescence dequenching; AID 1385; inhibition, % at 10 µM; 0.085% of 200,000 active;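 active = inhibition above 40% at the single screening dose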;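 note: 0% = DMSO control wells and 100% = blanks with heterologous ssDNA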
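Material: human Rad51–ssDNA filaments; Probe or stimulus: labelled 47-mer dsDNA for strand exchange; Doses: single 10 µM dose; Incubation: 37 °C 15-min filament assembly, 30-min compound preincubation, 15-min exchange; Technique: FRET fluorescence dequenching, excitation 485 nm, emission 520 nm; Measure: Fluorescence-based percent inhibition, control- and blank-normalised; Benchmarks: plate control and blank wells.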
Furin inh = inhibitors of human furin. P09958. purified furin, fluorogenic substrate cleavage. AID 463115. 0.061% of 220,000 active. inhibition, % at 30 µM; in the data active = inhibition above about 25%; note: inactives centre near -15
The depositor's hits bear a star; nt = no result given; [ ] = another dose, or the depositor's remark.

canonical_smiles | FXIa inh 1536 | PERK inhibitor | m-calpain inh | hK5 inh | Cl transport mod | FXIIa inh | Thrombin inh | Rad51 HR inh | Furin inh
CN(c1ccccc1)S(=O)(=O)c1ccc(Cl)c(C(=O)OCC(=O)NC2CCS(=O)(=O)C2)c1 (stereo not drawn) | 0 | 0.9 | -23 | -11 | 0.6 | 3 | -2 | -39 | -11
COc1ccc(NC(=O)c2cccs2)cc1O | 3 | 0.4 | 15 | -9 | nt | 18 | -7 | -2 | -26
COC(=O)C(CC(=O)c1cccc(OC)c1)c1ccc(F)cc1 (stereo not drawn) | -2 | 0.1 | -9 | -3 | -0.71 | 9 | -5 | 8 | -24
NC(=O)c1ccc(Br)c(S(=O)(=O)N2CCCCC2)c1 | 4 | 1.6 | 6 | -4 | nt | 15 | 3 | 2 | -22
O=C(CSc1nnnn1-c1ccc(Cl)cc1)NNC(=O)c1ccc([N+](=O)[O-])cc1 | -8 | 0.9 | 4 | -15 | -0.51 | -2 | -5 | 9 | -20
COc1ccc(NC(=O)CSc2nc(C)cs2)c(OC)c1 | 25 | 1.2 | 14 | 7 | 1.6 | 23 | 24 | -8 | -9
Cc1ccccc1OCCCCCNCCO | 0 | 0.4 | -23 | 5 | 0.56 | 11 | 4 | -3 | -29
COC(=O)c1sccc1NC(=S)Nc1ccccc1 | 13 | 1.2 | -5 | -10 | 0.3 | 9 | 3 | -1 | -6
COc1ccccc1OCCC(=O)OCC(=O)Nc1cc(S(=O)(=O)N(C)C)ccc1Cl | -1 | 1.2 | 8 | -3 | 1.2 | 4 | -2 | -20 | -20
O=C(NC(=S)NC1CCS(=O)(=O)C1)c1cccs1 (stereo not drawn) | 3 | 0.9 | -13 | -14 | 0.61 | 9 | -7 | 5 | -21
CCOC(=O)CC(NC(=O)Cn1nnc(-c2ccccc2)n1)c1ccc(OC)cc1 (stereo not drawn) | -4 | 1.2 | 30 | -14 | -1.7 | 0 | -4 | -35 | -20
COc1ccc(Cl)cc1S(=O)(=O)N1CCN(C(=O)c2cc(OC)c(OC)c(OC)c2)CC1 | -5 | -0.3 | 0 | -1 | nt | 10 | -4 | -2 | -15
COc1ccc(-c2nn(-c3ccccc3)cc2/C=N/Nc2ccc3ccccc3n2)cc1OC | -15 | -1.4 | -44 | -16 | -0.44 | -14 | -7 | nt | 1
Cc1c(C(=O)N2CC3(CC(c4cccc(NC(=O)CC(c5ccccc5)c5ccccc5)c4)=NO3)C[C@@H]2C(N)=O)cc([N+](=O)[O-])cc1[N+](=O)[O-] (stereo partly drawn) | 6 | nt | -117 | 6 | -0.024 | 15 | 4 | -7 | -37
C=C(C)Cn1c(=O)c(NC(=O)c2ccccc2)c2n(c1=S)CCC2 | 16 | -2.2 | 20 | 41* | -0.044 | 20 | 25 | 4 | -7[20 µM]
COc1ccc(OC)c(-n2c(-c3cccc(S(=O)(=O)N(C)C)c3)n[nH]c2=S)c1 | -6 | 0.5 | -19 | -5 | -2.1 | 2 | -9 | -5 | -12
Cc1cc(NC(=O)CC2(CC(=O)O)CCCC2)n(C)n1 | -2 | -0.2 | -27 | -1 | 0.44 | 6 | -2 | 1 | -15
O=C(Nc1ccccc1C(=O)N/N=C/c1ccc(F)cc1)c1ccccc1Br | -2 | 0.1 | 0 | -10 | nt | 5 | 1 | 8 | -16[20 µM]
Cc1cc(C)n2nc(SCC(=O)N(C)c3c(N)n(Cc4ccccc4)c(=O)[nH]c3=O)nc2n1 | -11 | 0.0 | -12 | -7 | 0.4 | 6 | -31 | -4 | -20
Cc1ccc(N2C(=N)SCC2=O)cc1Cl | 1 | 1.2 | 4 | -21 | 0.55 | 11 | -1 | 3 | -23
COC(=O)CC1C(=O)NCCN1C(=O)NC1CCCCC1 (stereo not drawn) | 1 | 1.1 | 6 | 3 | -0.12 | 3 | -3 | -7 | -23[20 µM]
COc1cccc(OCCCN2CCCCC2)c1 | 0 | 0.2 | -26 | -10 | 0.6 | 7 | 2 | -3 | -11
Nc1nc(CN2CCN(Cc3ccc4c(c3)OCO4)CC2)nc(Nc2ccccc2)n1 | 16 | -0.4 | -12 | -8 | -0.22 | 22 | -2 | 4 | -27[20 µM]
CCOc1ccccc1/C=c1\sc2nc(-c3ccco3)nn2c1=O | 4 | 0.8 | -108 | 1 | nt | 13 | 1 | 1 | -15
Cc1cccc2nc(-c3cccc(NC(=O)c4ccc(Cl)cc4)c3)cn12 | -5 | -1.1 | -33 | -13 | 1.5 | 0 | -4 | nt | -14
COc1ccc(-c2nnn(CC(=O)N(C3CCCC3)C(C)C(=O)NC3CCCC3)n2)cc1OC (stereo not drawn) | 3 | -1.1 | 21 | -2 | -1.7 | 12 | -7 | 2 | -16
Cc1ccc(C(=O)NN2C(=O)/C(=C/c3cn(C)c4ccccc34)SC2=S)cc1 | 9 | -0.2 | -6 | -20 | -3.7* | 15 | 1 | -234 | -9
Oc1ccc(Nc2nc(Cl)nc(NCc3ccco3)n2)cc1 | -4 | -1.1 | -10 | -17 | 0.24 | -1 | -8 | 0 | -12
CSc1cccc(NS(=O)(=O)c2cccc3nsnc23)c1 | 3 | 0.0 | -6 | -8 | -1.5 | -6 | -1 | 1 | -21
Cc1cc(C)nc(NC(N)=NC(C)c2ccccc2)n1 (stereo not drawn) | -3 | 0.0 | -21 | -7 | -0.55 | 9 | -11 | -36 | -16

Additional structures follow:
canonical_smiles | FXIa inh 1536 | PERK inhibitor | m-calpain inh | hK5 inh | Cl transport mod | FXIIa inh | Thrombin inh | Rad51 HR inh | Furin inh
N#CC(c1nc2ccccc2nc1OCCO)S(=O)(=O)c1ccccc1 (stereo not drawn) | 8 | 1.8 | 10 | -5 | -0.78 | 8 | -5 | -3 | -13
CCCS(=O)(=O)N1CCCC(C(=O)NCc2ccc(C)cc2)C1 (stereo not drawn) | -11 | 0.9 | 11 | -4 | -0.34 | 0 | -6 | 8 | -20
CC(C)Oc1cc(NC(=O)CS(=O)(=O)CC(=O)N(C)C)c(Cl)cc1Cl | -2 | 0.4 | 4 | nt | -0.55 | 7 | -6 | 11 | -23
COc1ccccc1N/N=C/c1ccc2c(c1)OCO2 | 11 | -1.8 | -1 | -9 | -0.43 | 14 | 0 | nt | -15
COc1cc(/C=N/NC(=O)CCc2n[nH]c(=O)[nH]c2=O)ccc1O | 7 | -0.6 | 33 | -7 | 0.97 | 4 | 0 | 31 | -5
O=C(NNC1CC(=O)N(c2ccc(Br)cc2)C1=O)c1ccco1 (stereo not drawn) | -8 | 0.7 | -11 | -4 | 0.99 | 5 | -4 | -6 | -22
COc1ccc(CCC(=O)NCCc2nc3ccccc3[nH]2)cc1 | -5 | -0.1 | -40 | -3 | nt | 4 | -8 | 0 | -24
Cc1ccc(O)c(CNc2ccc(S(=O)(=O)Nc3nccs3)cc2)c1 | -2 | 0.6 | -9 | -3 | nt | 6 | -3 | 3 | -24
CCCCC(=O)NCCc1ccc(OC)cc1 | -4 | 1.1 | -52 | 0 | nt | 3 | -6 | -4 | -17[20 µM]
COC(=O)c1ccc(CNC(=O)COC(=O)Cc2ccsc2)cc1 | -9 | 1.9 | -24 | -30 | 0.35 | -7 | -1 | 12 | -26
CCN(CC)C(=O)CSc1nc(N)c2c3c(sc2n1)CC(C)CC3 (stereo not drawn) | -5 | -1.5 | -5 | -9 | nt | -2 | -4 | 0 | -11[20 µM]
O=C(NCCc1ccccn1)C1CCCN(S(=O)(=O)Cc2ccccc2)C1 (stereo not drawn) | 0 | -2.1 | -18 | -1 | 0.5 | 12 | -2 | 2 | -15[20 µM]
CCn1c2ccccc2c2cc(NC(=O)c3cccc(OC)c3OC)ccc21 | 4 | 0.0 | -19 | 0 | -1.3 | 7 | -5 | -4 | -10
CCN(CC)CCCN(Cc1cc2ccc(C)c(C)c2[nH]c1=O)C(=O)NC1CCCCC1 | 4 | -0.8 | -40 | -14 | nt | 20 | 1 | nt | -12[20 µM]
CCOc1ccc(-c2cc(CCCC(=O)N3CCN(c4ccc(OC)cc4)CC3)no2)cc1 | -1 | 0.2 | -49 | -4 | 0.13 | 14 | -6 | -15 | -25
CCOC(=O)N1CCC(N2C(=O)c3ccccc3C2Nc2ccc(C)cc2)CC1 (stereo not drawn) | -6 | 0.1 | -8 | -25 | -0.7 | 5 | -10 | -3 | -22
COc1ccc(C)c(-n2c(=O)n(Cc3ccccc3)c(=O)c3[nH]cnc32)c1 | 0 | 0.2 | 6 | 0 | -3.3 | 5 | -6 | nt | -14
S=C(Nc1ccccc1)N1CCN(c2ccccn2)CC1 | -4 | 0.6 | -23 | 0 | 0.35 | 5 | -9 | 1 | -26
O=Cc1ccccc1-n1cccn1 | -1 | -0.4 | -1 | -1 | -1.7 | 3 | 0 | nt | -23
Cc1cccc(-c2nc(CS(=O)CC(=O)NCc3cccs3)c(C)o2)c1 (stereo not drawn) | 8 | 0.2 | 6 | -6 | nt | 14 | 1 | -2 | -19
Cc1cc(C)nc(SCc2ccc(C(=O)N/N=C/c3ccco3)cc2)n1 | -3 | 0.1 | 0 | -1 | 0.54 | 6 | -2 | 4 | -17
O=C(/C=C/c1ccccc1Cl)c1ccc(O)cc1 | 5 | 2.1 | 11 | 10 | 0.34 | 2 | -4 | -9 | -22

Ten structures already listed, arranged by formula weight, descending.
canonical_smiles | FXIa inh 1536 | PERK inhibitor | m-calpain inh | hK5 inh | Cl transport mod | FXIIa inh | Thrombin inh | Rad51 HR inh | Furin inh
CCOC(=O)N1CCC(N2C(=O)c3ccccc3C2Nc2ccc(C)cc2)CC1 (stereo not drawn) | -6 | 0.1 | -8 | -25 | -0.7 | 5 | -10 | -3 | -22
Cc1cccc(-c2nc(CS(=O)CC(=O)NCc3cccs3)c(C)o2)c1 (stereo not drawn) | 8 | 0.2 | 6 | -6 | nt | 14 | 1 | -2 | -19
O=C(NNC1CC(=O)N(c2ccc(Br)cc2)C1=O)c1ccco1 (stereo not drawn) | -8 | 0.7 | -11 | -4 | 0.99 | 5 | -4 | -6 | -22
Cc1ccc(O)c(CNc2ccc(S(=O)(=O)Nc3nccs3)cc2)c1 | -2 | 0.6 | -9 | -3 | nt | 6 | -3 | 3 | -24
N#CC(c1nc2ccccc2nc1OCCO)S(=O)(=O)c1ccccc1 (stereo not drawn) | 8 | 1.8 | 10 | -5 | -0.78 | 8 | -5 | -3 | -13
COC(=O)c1ccc(CNC(=O)COC(=O)Cc2ccsc2)cc1 | -9 | 1.9 | -24 | -30 | 0.35 | -7 | -1 | 12 | -26
COc1cc(/C=N/NC(=O)CCc2n[nH]c(=O)[nH]c2=O)ccc1O | 7 | -0.6 | 33 | -7 | 0.97 | 4 | 0 | 31 | -5
COc1ccc(CCC(=O)NCCc2nc3ccccc3[nH]2)cc1 | -5 | -0.1 | -40 | -3 | nt | 4 | -8 | 0 | -24
COc1ccccc1N/N=C/c1ccc2c(c1)OCO2 | 11 | -1.8 | -1 | -9 | -0.43 | 14 | 0 | nt | -15
O=Cc1ccccc1-n1cccn1 | -1 | -0.4 | -1 | -1 | -1.7 | 3 | 0 | nt | -23

Assay outcomes: PubChem, several laboratories

Not all compounds are listed; rates above refer to the full screens.
